# Cneo AK release = causes C. neoformans cell lysis. lysis activity, % at 15 µM. adenylate kinase release luminescence, 4 h; normalised: neutral wells 0, clomiphene wells 100. hit rate 0.2% among 360,000;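 active = mean lysis activity across replicates of at least 80%, whatever share of replicates individually reach that level; inactive = mean lysis activity below 80%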
#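 Test system: log-phase Cryptococcus neoformans yeast cells. Input: 5 × 10^6 yeast cells/mL. Medium: fresh YPD growth medium. Doses: single dose. Incubation: static 4 h at 37 °C with compound, 1 h detection. Measured by: luminescent adenylate kinase detection reagent. Read-out: signal increase indicating cell lysis. Benchmarks: Clomiphene.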
# S100A4 MyoIIA = S100A4-myosin IIA interaction inhibition; P26447; S100A4/TAMRA-MyoIIA peptide fluorescence polarization; inhibition, % at 10.7 µM; hit rate 0.14% among 360,000; AID 652163;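 active = mean inhibition of at least 70% across replicates, with every replicate also reaching that level; inconclusive = mean inhibition reaches 70% but some replicates fall short; inactive = mean inhibition below 70%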
# Target sequence (P26447 whole entry, looked up): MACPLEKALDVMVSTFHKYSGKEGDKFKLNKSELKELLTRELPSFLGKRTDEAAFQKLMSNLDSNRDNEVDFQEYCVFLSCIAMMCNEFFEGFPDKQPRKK
#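 incubation = readout 5 min after mixing, signal stable up to 60 min | system = S100A4 monomer protein | buffer or medium = HEPES pH 7.2 with CaCl2, KCl, NaCl, DTT, Triton | benchmarks = neutral control DMSO, positive control TFP | also added = fluorescent myosin IIA peptide, 5 nM | compound dosing = one concentration per compound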
# LGR2 antag = inhibitors of bursicon-induced Drosophila LGR2 receptor cAMP signaling | HEK293 LGR2, CRE-luciferase, bursicon-stimulated, 4 h | inhibition, % at 9.99 µM | hit rate 0.35% among 380,000;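 active = drop in luminescence signal, shown as inhibition above about 50% in the replicate tests, limit read from the data, passing the limit was not always enough; inconclusive = probably only some replicates passing the limit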;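 also: agonist challenge used bursicon conditioned medium at about half maximal strength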
# SIRT5 block = inhibitors of human sirtuin-5 desuccinylase; AID 652115; hit rate 1.1% among 330,000; inhibition, % at 15 µM; Purified SirT5, succinyl-peptide AMC, trypsin-coupled fluorescence; Q9NXA8; in the data active = inhibition above about 15%; inconclusive = no clear call, values can overlap the other calls
# ERAP1 HTS inh = inhibitors of human ERAP1 aminopeptidase; Q9NZ08; recombinant ERAP1, Leu-AMC fluorescence, 60 min; inhibition, % at 10.7 µM; hit rate 0.15% among 340,000; AID 652197;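 active = mean replicate inhibition of at least 30%, or all replicates individually reaching that 30% level; inactive = mean below 30% and not every replicate reaching it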;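 also: 0% = neutral control wells and 100% = L-leucinethiol positive control wells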
# Target sequence (Q9NZ08 whole entry, looked up): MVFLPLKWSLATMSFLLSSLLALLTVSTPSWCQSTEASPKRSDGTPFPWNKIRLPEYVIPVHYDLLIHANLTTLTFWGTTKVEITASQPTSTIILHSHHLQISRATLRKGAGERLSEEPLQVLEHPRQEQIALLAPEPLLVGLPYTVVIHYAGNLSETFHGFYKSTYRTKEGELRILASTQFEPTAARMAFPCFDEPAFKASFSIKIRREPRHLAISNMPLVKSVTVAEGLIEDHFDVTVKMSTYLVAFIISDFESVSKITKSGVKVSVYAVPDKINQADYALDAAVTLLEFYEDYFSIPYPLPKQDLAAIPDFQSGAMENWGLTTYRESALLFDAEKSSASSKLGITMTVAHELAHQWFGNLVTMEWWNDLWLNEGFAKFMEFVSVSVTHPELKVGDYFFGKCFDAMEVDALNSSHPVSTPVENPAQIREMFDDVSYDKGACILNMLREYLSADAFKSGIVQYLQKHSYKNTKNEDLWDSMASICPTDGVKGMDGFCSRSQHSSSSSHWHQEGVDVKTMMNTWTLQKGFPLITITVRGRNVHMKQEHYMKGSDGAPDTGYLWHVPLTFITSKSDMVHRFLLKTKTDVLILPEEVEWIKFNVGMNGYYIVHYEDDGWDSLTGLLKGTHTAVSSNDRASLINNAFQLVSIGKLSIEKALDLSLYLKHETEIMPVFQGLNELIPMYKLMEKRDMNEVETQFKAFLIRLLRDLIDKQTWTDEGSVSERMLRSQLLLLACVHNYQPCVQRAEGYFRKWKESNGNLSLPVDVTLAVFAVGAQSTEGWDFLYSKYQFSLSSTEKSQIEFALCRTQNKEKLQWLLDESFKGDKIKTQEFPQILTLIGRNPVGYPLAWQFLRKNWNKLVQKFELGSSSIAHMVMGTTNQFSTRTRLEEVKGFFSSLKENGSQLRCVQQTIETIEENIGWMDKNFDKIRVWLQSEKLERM
# PGC1a acetyl inh = PGC1a acetylation modulation, inhibitor mode; inhibition, % at 15.6 µM; AID 651687; U2OS PGC1a acetylation, AlphaScreen anti-acetyl-lysine; with virally co-expressed GCN5 acetyltransferase; hit rate 0.17% among 350,000;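 active = every replicate shows inhibition of at least 40%; inconclusive = mean inhibition at least 40% but some replicate below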;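 also: 0% = neutral control wells and 100% = positive control wells; some results beyond the cut were filed as inactive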
# Xi reactivation = activators of X-chromosome reactivation in mouse fibroblasts | XiGFP mouse fibroblasts, % GFP-positive cells imaging, 3 d; cells co-treated with 5-aza-dC sensitizer; scaled so ellipticine positive control = 100% | activation, % at 7.58 µM | hit rate 0.055% among 360,000 | AID 743238;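 active = mean normalized replicate activation at least 10% and every replicate at or above 10%; inconclusive = only one of the two criteria met; inactive = mean below 10% and not all replicates reach 10%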;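 also: 0% = median of on-plate neutral control wells and 100% = ellipticine 6 µM median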
#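 Assay system: SV40-immortalized XiGFP fibroblast cells, line 68-5-11; buffer or medium: DMEM plus 5-aza-dC sensitizer; compound: one concentration, pinned; timing: compounds 3 days, fix/stain 15 min at room temperature; benchmarks: positive control ellipticine, 6 µM final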
# C2C12 statin = suppressors of simvastatin-induced myotoxicity in C2C12 myotubes | rescue of ATP level, % at 7.49 µM | ATP luminescence, 48 h; scaled: DMSO 0, geranylgeraniol control 100 | hit rate 0.78% among 330,000;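 active = mean ATP rescue above about 67%, or every replicate alone reaching that limit, limit read from the data, passing the limit was not always enough; inconclusive = no clear call, values can overlap the other calls; inactive = mean under the limit and some replicate under it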;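 also: myotubes were challenged with 10 µM simvastatin during compound exposure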
# * hit, by the source's call; ? = inconclusive; . = not tested or not shown; & = joins results of further samples.
SMILES,Cneo AK release,S100A4 MyoIIA,LGR2 antag,SIRT5 block,ERAP1 HTS inh,PGC1a acetyl inh,Xi reactivation,C2C12 statin
CC(C)c1cn(CC[C@@H]2CC[C@H](NC(=O)c3cccc(F)c3)[C@H](CO)O2)nn1,-1.6,8.9,-1.0,0.2,0.0,3.0,0.5,4.5
C=CCn1c(C)nnc1SCC(=O)Nc1nccs1,-2.0,1.0,-0.5,-3.4,-0.6,7.7,0.0,7.0
CCOCCCNC(=O)C(c1ccc(OC)cc1)N(Cc1cccs1)C(=O)c1ccccn1 (stereo not drawn),-0.2,-4.4,-4.1,-1.8,-0.6,-8.9,0.1,10.0
CCCCNC(=O)Nc1nnc(-c2ccc(OCC)cc2)o1,-3.5,.,-14.2,.,.,-2.2,.,-7.9
COc1ccc2c3c(n(C)c2c1)[C@@H](CO)N(C(=O)C1CCOCC1)CC31CCN(C)CC1,.,2.6,14.5,.,-1.6,-5.5,0.0,.
CN1C[C@H]2[C@@H](c3ccccc31)[C@@H](CO)N2S(=O)(=O)c1ccccc1,1.2,50.2,-17.1,3.0,5.1,-4.0,0.0,-2.5
COc1ccc(NC(=O)C(C2CC2)n2c(=O)c(-c3ccccc3)nc3ccccc32)cc1 (stereo not drawn),.,-0.7,10.2,.,-2.8,.,-0.1,.
COC(=O)c1ccc(CNC(=O)[C@@H]2CCCN2S(=O)(=O)c2ccccc2F)cc1,-0.7,-7.1,-3.7,-0.4,0.0,3.2,0.0,-0.9
CCn1ccc(C(=O)Nc2sc3c(c2C(=O)OC)CCC3)n1,0.0,3.3,-7.5,-2.0,2.2,4.7,-0.1,-10.6
CC(=O)Nc1cc(-c2ccc(N)nc2)cn2c(-c3cccc(C(F)(F)F)c3)cnc12,-1.2,-14.3,-11.1,1.6,2.4,-19.5,0.1,-15.2
COc1ccc(Nc2ccc(N3C(=O)CCC3=O)cc2[N+](=O)[O-])cn1,-1.5,10.0,6.7,-8.5,.,3.3,-0.1,-5.5
COc1ccc(N(CC(=O)Nc2ccccc2C(N)=O)S(=O)(=O)c2ccc(C)c([N+](=O)[O-])c2)cc1,-0.5,0.4,-20.8,0.1,-4.8,1.1,0.1,2.8
COC(=O)C1=C(C)N(Cc2ccc(C(F)(F)F)cc2)C(=NCc2ccc(C(F)(F)F)cc2)NC1c1ccccc1C(F)(F)F (stereo not drawn),.,-10.3,-8.5,-1.0,2.8,.,0.3,.
C[C@@H]1CN([C@@H](C)CO)C(=O)c2cc(NC(=O)CCCN(C)C)ccc2O[C@@H](C)CCCCO[C@H]1CN(C)Cc1ccc2c(c1)OCO2,1.1,2.1,0.3,-2.2,8.4,-11.2,0.1,10.8
CCCCn1cnc2c(SCc3ccc([N+](=O)[O-])cc3)nc(N)nc21,1.1,-4.0,2.6,1.1,0.4,1.8,0.0,-6.4
CCCC(=O)Nc1ccc2c(c1)OC[C@H](C)N(Cc1ccc(-c3ccccn3)cc1)C[C@H](C)[C@@H](OC)CN(C)C2=O,.,-1.2,9.8,0.9,-5.1,-1.9,-0.5,.
Cc1noc(C)c1NC(=O)Nc1cccc2c1O[C@@H](CN(C)C(=O)Nc1cccc3ccccc13)[C@H](C)CN([C@H](C)CO)C2=O,-2.3,27.0,-9.0,4.8,-3.2,-3.8,-0.2,27.4
O=C(COC(=O)Cc1c(F)cccc1Cl)NC(=O)c1ccccc1,-1.9,1.5,-2.1,0.6,3.1,.,0.0,.
FC(F)(F)c1cccc(CN2[C@@H]3CNC[C@H]2C3c2ccc(-c3ccncc3)cc2)c1 (stereo partly drawn),.,-2.1,-0.4,0.5,-2.0,.,0.1,.
C[C@H](CO)N1C[C@H](C)[C@@H](CN(C)C(=O)c2ccccc2)OCc2ccccc2-c2c(n(C)c3ccccc23)C1=O,2.7,1.6,0.3,-2.6,-1.2,3.9,0.5,.
COc1ccc(CSc2nnc(N)s2)cc1F,-0.9,.,-18.0,.,.,4.5,.,-5.1
C[C@H]1CN([C@@H](C)CO)S(=O)(=O)c2ccc(Br)cc2O[C@H]1CN(C)C(=O)Nc1ccccc1F,0.7&0.3,-1.0&3.0,1.7&-14.1,-0.9&6.2,3.6&2.2,14.1&-10.8,0.3&0.1,13.8&23.7
O=C(c1ccccn1)N1CC[C@@H]2[C@H]1c1cc(-c3ccccc3)ccc1N[C@@H]2CO,-10.0,-0.7,4.9,-6.1,1.8,6.0,-0.1,27.6
CO[C@H]1CN(C)C(=O)c2ccc(NC(C)=O)cc2OC[C@H](C)N(C(=O)C2CC2)C[C@@H]1C,.,0.2,-12.7,3.3,-0.5,-2.2,-0.3,.
Oc1ccc(/C=N/N2CCOCC2)c(O)c1O,.,-4.9,22.1,0.0,3.2,5.9,0.0,.
COc1ccc(C2=NCCc3cc(OC)c(OC)cc32)cc1,.,.,3.9,.,.,15.0,0.1,-3.9
CCc1ccc(C(O)c2ncc(-c3cccc(C(F)(F)F)c3)[nH]2)cc1 (stereo not drawn),1.9,-2.8,-4.8,.,-2.0,.,0.0,1.3
O=c1[nH][nH]c2c1[C@H](c1ccc(Cl)cc1)O[C@H](CCc1ccccc1)C2,.,-0.2,1.2,-1.1,.,.,0.2,.
COc1ccc(NC(=O)N(C)C[C@H]2OCCCC[C@H](C)Oc3ccc(NC(=O)Nc4ccc(C(F)(F)F)cc4)cc3C(=O)N([C@@H](C)CO)C[C@H]2C)cc1,-2.0,-10.3,2.5,10.3,2.2,0.2,0.3,-28.3
CSc1ccc(Cl)c(C(=O)Nc2ccc(OCC(N)=O)cc2)c1,-3.2,.,-9.6,.,.,16.7,.,-7.0
C[C@H]1CN([C@@H](C)CO)C(=O)c2cc(NC(=O)Cc3cn(C)c4ccccc34)ccc2O[C@H]1CN(C)S(=O)(=O)c1cccs1,-0.9,5.3,-12.9,1.1,-0.2,4.2,-1.1,?
CCOc1ccc(/C=C(\C(=O)O)c2ccc(S(=O)(=O)N3CCCCC3)s2)cc1OC,0.1,1.6,-3.2,9.5,2.3,11.4,0.0,-1.2
COc1ccc(C(=O)OCC(=O)N(C)C2CCS(=O)(=O)C2)cc1S(=O)(=O)N(C)Cc1ccccc1 (stereo not drawn),.,-2.4,5.5,-1.3,2.2,.,0.3,.
O=C(CCS(=O)(=O)Cc1ccccc1)Nc1nnc(C(F)(F)F)s1,0.1,-3.7,-0.9,-0.4,-1.1,0.0,0.0,-14.7
CCOC(=O)N1CCN(C(=O)CCNS(=O)(=O)c2ccc3c(c2)c(=O)n(C)c(=O)n3C)CC1,.,2.0,9.6,2.0,-1.4,.,0.0,5.3
CCCCc1cc(=O)oc2cc(OC(C)C(=O)NCc3ccccn3)c(Cl)cc12 (stereo not drawn),-1.1,-4.2,-14.8,-0.2,1.6,2.1,0.0,1.8
CCOC(=O)CSc1nc(C)c(C(C)=O)cc1C(N)=O,1.0,1.0,10.9,-0.6,-3.0,4.4,0.0,8.5
CCCCOc1ccc(/C=N/NC(=O)c2csc(C)c2C)cc1,1.2,3.8,.,-3.9,-4.1,-3.4,.,.
Cc1cc(-c2ccccc2)n[nH]1,.,-3.7,-21.0,1.8,3.3,-2.2,-0.7,.
C[C@H](CO)N1C[C@H](C)[C@@H](CN(C)S(=O)(=O)c2cn(C)cn2)Oc2cc(C#Cc3cccc(F)c3)ccc2S1(=O)=O,1.5,-5.2,-7.9,3.9,-1.2,-10.5,0.0,-2.0
CCCCCCN1C[C@@H](O)[C@H](n2cc(C3CC3)nn2)C[C@@H]1c1ccccc1,5.8,3.1,9.9,4.6,.,-16.6,0.1,-1.0
CCc1c(C)c2ccc(OC3CCCCC3=O)cc2oc1=O (stereo not drawn),-2.6,7.3,-35.9,-5.6,-0.8,2.1,-0.1,-2.4
CC(=O)OCC1OC(n2c(S)c(C#N)c(-c3ccccc3)c(C#N)c2=O)C(OC(C)=O)C(OC(C)=O)C1OC(C)=O (stereo not drawn),.,-5.3,17.0,-2.2,-0.1,2.3,0.4,.
CC(/C=C/c1ccccc1)=N\NC(=O)Cn1cncn1,-5.5,-4.3,18.1,3.6,-0.4,4.2,0.1,.
O=C(Nc1cccc(-c2ccc(N3CCCCC3)nn2)c1)c1ccc(Br)o1,-6.2,-7.8,-20.7,-8.9,-1.4,6.6,0.4,-32.2
O=C(C[C@@H]1CC[C@H](NC(=O)Cc2cccnc2)[C@H](CO)O1)Nc1ccccc1,.,8.6,5.8,5.2,-1.8,-8.1,-0.3,.
O=C(NC1CCCC1)N1CC(=O)N2[C@H](C1)[C@@H](c1ccc(-c3cccnc3)cc1)[C@@H]2CO,.,0.2,11.3,1.1,3.5,-10.8,0.4,.
CN(c1ccccc1)c1ccc(/C=C/[N+](=O)[O-])cc1,.,-3.7,102.1*,0.6,0.9,.,0.6,.
CC12CCC(C(=O)Nc3ncc([N+](=O)[O-])s3)(OC1=O)C2(C)C (stereo not drawn),-1.5,-3.4,-5.1,-3.3,2.2,5.8,.,22.3
C[C@H]1CN([C@@H](C)CO)C(=O)Cc2cc(NC(=O)Cn3cnnn3)ccc2O[C@H]1CN(C)S(=O)(=O)c1ccc(F)cc1,-1.3,-4.7,3.9,0.1,1.4,1.2,0.0,-20.0

# Other records.
SMILES,Cneo AK release,S100A4 MyoIIA,LGR2 antag,SIRT5 block,ERAP1 HTS inh,PGC1a acetyl inh,Xi reactivation,C2C12 statin
CCOC(=O)C1=C(C)N(C)C(=S)N(C)C1c1ccc(OC)cc1 (stereo not drawn),.,-1.3,-1.5,.,0.5,13.0,0.2,.
O=C(C[C@H]1C[C@@H]2c3cc(NC(=O)C4CCOCC4)ccc3O[C@@H]2[C@@H](CO)O1)NCc1cc(F)ccc1F,2.9,-7.8,-0.6,-3.4,0.6,-0.2,0.1,-3.7
Cc1ccc(S(=O)(=O)NC(=O)C2(C)CCN2C(=O)C2CCCCC2)nc1 (stereo not drawn),1.2,-2.2,-14.5,-4.3,-0.6,2.0,0.1,0.8
O=C(NCC[C@@H]1CC[C@H](NS(=O)(=O)c2ccc(Cl)cc2)[C@@H](CO)O1)c1ccc2c(c1)OCO2,-2.7,-51.0,9.3,-0.8,-4.0,5.3,-0.2,4.0
Cc1oc(-c2cccc(Cl)c2)nc1CS(=O)(=O)CC(=O)NC1CCCC1,12.3,-6.3,1.4,-3.3,-3.6,-6.7,0.1,-25.1
Clc1ncnc2[nH]ccc12,-0.4,-1.5,-2.2,-5.1,-3.6,-1.7,-0.1,2.0

# Only part of the results is shown; rates above refer to the full screens.
